PI4K2A block: qHTS for small molecular inhibitors of PI4K2A. Phosphatidylinositol 4-kinase type 2-alpha (Homo sapiens), Q9BTU6. purified PI4K2A, ADP-Glo luminescence, 1 h; hits give low values. activity change, negative = inhibition, % at 76.9 µM. actives 0.13% (n = 420,000). AID 1346378, 2018; in the data active = activity change below about -50%; inconclusive = mostly about -30% to -49%;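 note: -100% = wells without enzyme as full effect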
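In this quantitative HTS, ADP production by PI4K2A was quantified luminescently after 1 h at ambient temperature; 100 microM adenosine served as plate-quality control.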
GLS inhibitor: qHTS for Inhibitors of Glutaminase (GLS); Glutaminase kidney isoform, mitochondrial (Homo sapiens), O94925; GLS enzymatic activity, qHTS titration; Potency, µM (titrated, usually from 45.5 µM), for the others: at the top dose activity change, negative = inhibition, most hits filed as inhibitors; actives 0.21% (n = 410,000); AID 624170, 2012; note: potency is the fitted concentration of half-maximal effect; % is set by controls: 0 for no effect and ±100 for the full control effect
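Human kidney-isoform GLS in 45 mM KH2PO4 pH 8.2, 0.02% Tween-20, with compound, started with 1mM L-Glutamine (added stock). Glutamate oxidase/HRP/Amplex red coupled fluorescence read at start and after 30 min at RT.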
ERG Ets-DNA blk: qHTS for Small Molecule Inhibitors of the ERG Ets/DNA interaction; AID 624246, 2012; Transcriptional regulator ERG (Homo sapiens), P11308; Potency, µM (series often up to 76.9 µM), inactives show top-dose FP activity, negative = inhibition, most hits filed as inhibitors; actives 0.028% (n = 370,000); fluorescence polarization, His-ERG Ets domain / labelled DNA; active = well fitted inhibition curve with a large enough effect in the polarisation, with a control signal flat; inconclusive = small, poorly fitted or top-dose-only effect, or effect the other way, or a change in a side signal; inactive = no such curve, though single readings can be large or run the other way; the % refers to the polarisation;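 note: polarization taken with two DNA probes labelled with fluorescein and Texas red; potency is the fitted concentration of half-maximal effect; % of control where 0% means no effect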
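His-tagged ERG Ets domain (1 uM in the protein solution; 300mM KCl, 50mM Tris-HCl, 1mM EDTA, 1mM DTT, pH 7.5) received compound, then a probe mix of 5 nM fluorescein-DNA and 100nM Texas-615-DNA. Fluorescence polarization was read for both dyes.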
RGS4 inhibitor: Inhibitors of Regulator of G Protein Signaling (RGS) 4: qHTS | Transcreener GDP fluorescence polarization, RGS4-accelerated GTP hydrolysis | actives 0.039% (n = 390,000) | Potency, µM (titrated, usually from 114 µM), for the others: at the highest dose activity change, negative = inhibition, hits mostly inhibitors | AID 504845, 2011; note: potency is the fitted concentration of half-maximal effect; % is set by controls: 0 for no effect and ±100 for the full control effect; nearly all actives have a fitted effect of over 75% in size; some results filed as inactive show a strong effect at the top dose
Target sequence (P49798 whole entry, looked up): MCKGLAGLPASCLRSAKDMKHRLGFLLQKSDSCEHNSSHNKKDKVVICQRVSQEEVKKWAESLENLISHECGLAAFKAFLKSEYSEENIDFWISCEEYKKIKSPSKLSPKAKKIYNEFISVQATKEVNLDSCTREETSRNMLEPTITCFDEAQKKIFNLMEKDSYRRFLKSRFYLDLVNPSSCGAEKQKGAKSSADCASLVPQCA
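MLSMR compounds (23 nl, pin-transferred) preincubated 10 min at room temperature with a 500nM (2x) first reagent, then RGS4 at 900nM (2x) plus Transcreener GDP mix added; fluorescence polarization (620/688 nm) read before and after 90 min at 30 °C.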
JMJD2A Tudor: qHTS Assay for Inhibitors of JMJD2A-Tudor Domain | Lysine-specific demethylase 4A (Homo sapiens), O75164 | AlphaScreen JMJD2A-Tudor / H3K4me3 peptide binding | Potency, µM (series often up to 114 µM), inactives show at the highest dose activity change, negative = inhibition, usual class: inhibitors | actives 4.4% (n = 390,000); note: potency is the fitted concentration of half-maximal effect; % is set by controls: 0 for no effect and ±100 for the full control effect; nearly all actives have a fitted effect of over 50% in size
ALOX12 inh: Primary qHTS assay for inhibitors of human arachidonate 12S-lipoxygenase (ALOX12): Round 2 | Polyunsaturated fatty acid lipoxygenase ALOX12 (Homo sapiens), P18054 | purified 12hLO, xylenol orange hydroperoxide absorbance | Potency, µM (doses to about 108 µM), inactives show top-dose activity change, negative = inhibition, most hits filed as inhibitors | actives 1.1% (n = 580,000) | AID 1671190, 2021; note: potency is the fitted concentration of half-maximal effect; % is set by controls: 0 for no effect and ±100 for the full control effect
Target sequence (P18054 whole entry, looked up): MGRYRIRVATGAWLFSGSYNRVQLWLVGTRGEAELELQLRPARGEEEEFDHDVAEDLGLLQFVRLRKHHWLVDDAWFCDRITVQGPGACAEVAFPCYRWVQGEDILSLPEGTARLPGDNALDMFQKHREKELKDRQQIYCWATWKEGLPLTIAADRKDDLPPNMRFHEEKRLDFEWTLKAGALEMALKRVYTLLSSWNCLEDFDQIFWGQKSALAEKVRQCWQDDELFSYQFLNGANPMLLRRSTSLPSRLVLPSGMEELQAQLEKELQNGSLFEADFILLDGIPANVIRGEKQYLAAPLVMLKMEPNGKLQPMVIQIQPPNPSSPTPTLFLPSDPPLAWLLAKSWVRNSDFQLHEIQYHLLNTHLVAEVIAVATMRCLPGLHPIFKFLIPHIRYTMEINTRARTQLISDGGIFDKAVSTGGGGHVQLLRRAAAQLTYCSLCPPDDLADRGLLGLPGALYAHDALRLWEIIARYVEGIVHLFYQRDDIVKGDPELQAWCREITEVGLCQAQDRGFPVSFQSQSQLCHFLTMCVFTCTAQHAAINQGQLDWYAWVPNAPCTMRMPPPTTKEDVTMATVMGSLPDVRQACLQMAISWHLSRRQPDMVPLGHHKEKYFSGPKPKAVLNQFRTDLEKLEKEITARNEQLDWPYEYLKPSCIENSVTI
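Purified human 12hLO at 150 nM in 25 mM Hepes, 0.01% Triton X-100, pH 7.0, preincubated 15 min at room temperature with compound. Reaction started with 40 uM arachidonic acid, 30 min at room temperature. Hydroperoxide measured by Fe-xylenol orange, 573/405 nm absorbance ratio.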
HP1b chromo inh: HTS for Inhibitors of HP1-beta Chromodomain Interactions with Methylated Histone Tails; actives 0.56% (n = 390,000); Potency, µM (top dose mostly 114 µM), for the others: top-dose activity change, negative = inhibition, hits mostly inhibitors; Chromobox protein homolog 1 (Homo sapiens), P83916; AlphaScreen HP1-beta / biotin-H3K9me3 peptide binding; note: potency is the fitted concentration of half-maximal effect; nearly all actives have a fitted effect of over 70% in size; inactives centre near 23
Target sequence (P83916 whole entry, looked up): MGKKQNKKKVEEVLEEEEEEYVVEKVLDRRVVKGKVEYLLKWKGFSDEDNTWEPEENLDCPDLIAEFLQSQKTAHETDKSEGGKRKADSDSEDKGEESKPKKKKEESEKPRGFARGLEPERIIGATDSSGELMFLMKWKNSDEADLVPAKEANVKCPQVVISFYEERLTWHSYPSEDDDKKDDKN
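AlphaScreen: HP1-beta (50 nM) preformed 30 min with biotin-H3(1-18)K9me3 peptide (50 nM) in PBS pH 7.4, 0.01% Tween-20. Compound added for 30 min at RT, then streptavidin donor/nickel chelate acceptor beads (10 ug/mL) for 30 min.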
BAZ2B block: qHTS Assay for Inhibitors of BAZ2B | Potency, µM (doses to about 114 µM), without a hit: top-dose activity change, negative = inhibition, usual class: inhibitors | actives 4.4% (n = 360,000) | AlphaScreen BAZ2B-H3K14Ac peptide displacement | AID 504333, 2011; note: potency is the fitted concentration of half-maximal effect; % is set by controls: 0 for no effect and ±100 for the full control effect; nearly all actives have a fitted effect of over 60% in size
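Protein-peptide AlphaScreen: BAZ2B 50 nM, b-H3K14Ac 50 nM, 1x PBS pH 7.4 + 0.01% Tween-20. Preincubation 30 min RT; cpd 30 min RT (top 110 uM); beads 20 min RT, light-protected.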
G9a inh: qHTS Assay for Inhibitors of Histone Lysine Methyltransferase G9a; Histone-lysine N-methyltransferase EHMT2 (Homo sapiens), Q96KQ7; actives 8.8% (n = 350,000); G9a H3K9 monomethylation, AlphaScreen, 2 h; Potency, µM (titrated, usually from 102 µM), inactives show top-dose activity, negative = inhibition, hits mostly inhibitors; note: potency is the fitted concentration of half-maximal effect; % is set by controls: 0 for no effect and ±100 for the full control effect; nearly all actives have a fitted effect of over 75% in size
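Quantitative HTS format: methyltransferase activity on a biotin-tagged H3K9 peptide is measured by AlphaScreen, using a rabbit anti-monomethyl-H3K9 antibody with streptavidin donor and anti-IgG acceptor beads. Final levels are 20 nM enzyme, 500 nM peptide, 20 uM SAM; 2 h RT.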
Numbers without * were called inactive; ? = inconclusive; / = no result given; & = joins results of further samples; [ ] = remark or other dose. Unless noted, calls come from the whole dose curve; as a rule, active = well fitted curve in the direction sought with a large enough effect; inconclusive = small, poorly fitted or top-dose-only effect, or another doubt; inactive = no such curve, though single readings can be large; an effect the other way counts as inactive or inconclusive. These rows are one share of the data. The share of hits here may be higher or lower than overall.

SMILES	PI4K2A block	GLS inhibitor	ERG Ets-DNA blk	RGS4 inhibitor	JMJD2A Tudor	ALOX12 inh	HP1b chromo inh	BAZ2B block	G9a inh
CCCCCCCCS(=O)C1CS(=O)(=O)CC1O (stereo unspecified)	2.7	8.1%	1.4%	23.2%	-3.5%	0.0%	76.9%[activator]	-3.3%	?
CCOc1ccc(NC(=O)c2cc(OC)nc3ccccc23)cc1	-0.3	-13.5%	-9.5%	-2.9%	7.7%	0.0%&-18.8%	22.5%[57 µM]	-5.2%	-8.3%
CCN1CCN(c2cc(C)c3cc(NC(=S)N4CCOCC4)ccc3n2)CC1	3.0	41.7%[activator]	8.0%	-43.2%	-13.2%	-15.1%	10.8%[57 µM]	-25.5%	39.8µM*
COc1n[nH]c(C(=O)Nc2cc(Cl)ccc2Cl)c1[N+](=O)[O-]	3.5	27.3%	-4.1%	-4.8%	-18.5%	-4.5%	17.5%	18.0%	/
COc1ccc(CC(=O)NCCCSc2ccccc2)cc1OC	5.1	6.3%	0.0%	29.5%	-19.2%	0.0%	24.2%	5.0%	41.4%[activator]
CC(C)c1ccc(NC(=O)CN2C(=O)c3cccc4cccc2c34)cc1	-0.6	?	7.8%	12.2%	7.9%	-13.4%	26.8%	-2.4%	0.0%[59 µM]
Cc1ccc(C(=O)Nc2ccccc2C(=O)N2CCOCC2)cc1[N+](=O)[O-]	8.0	5.2%	4.5%	4.0%	-12.2%	15.7%	5.4%	3.5%	-7.5%[59 µM]
O=C1N[C@@H](c2ccccc2)COC(=O)[C@@H](Cc2ccc(F)cc2)C/C=C\C[C@@H]1CC(=O)N(CCO)Cc1ccccc1	-0.4	15.1%	-3.8%	18.4%	-20.8%	3.3%	24.3%	/	/
COC(=O)c1nc(N)sc1C	4.4	5.0%	-6.7%	11.4%	?	-13.1%	-4.8%	?	-4.5%[59 µM]
Cn1cnnc1SCC(=O)Nc1ccc(F)cc1	1.6	-4.7%	-5.1%	-5.7%	-14.6%	0.0%	10.6%	-16.0%	8.8%
c1ccc(-c2nnc(SCCC3OCCCO3)o2)cc1	1.6	6.6%	0.3%	-36.7%	11.8%	-13.0%	49.5%[activator]	6.5%	17.6%
O=C(Cc1cccc(NC(=O)C2CCCN(C(=O)C3CCC3)C2)c1)Nc1ccc(C(=O)N2CCCCC2)cc1 (stereo unspecified)	0.0	7.3%	-3.2%	-14.7%	-15.8%	4.7%	21.5%	/	/
Cc1ccc(NC(=O)Cn2nc(C(=O)O)c3ccccc3c2=O)c([N+](=O)[O-])c1	-3.7	-11.3%	-3.5%	-21.0%	-10.3%	24.5%	20.1%	-0.9%	-6.5%
Cc1cc(/C=C(\C#N)C(=O)Nc2ccccc2F)c(C)[nH]1	0.9	18.4%	1.5%	-24.0%	-14.3%	103.5%[activator]	11.0%	-6.4%	/
COc1ccc2cc(C(=O)O)ccc2c1	-0.5	12.5%	3.1%	35.5%	-18.5%	5.3%	11.1%	1.7%	12.8%
Clc1ccc(Nc2ccc3ccccc3n2)cc1	-8.1	-1.5%	-1.4%	-5.6%	22.7%	125.8%[activator]	196.4%[activator]	/	/
CCOC(=O)c1c(NC(=S)N2CCCCC2)sc2c1CCN(C(=O)OCC)C2	4.4	-10.5%	-7.2%	-30.9%	-29.2%	?	?	-26.9%	?
C=CC[C@H](CC(=O)NCCO)C(=O)NC[C@@H](OC(=O)[C@H](CC=C)CC(=O)OC(C)(C)C)c1ccccc1	-1.2	0.2%	-10.2%	-14.0%	-16.1%	-0.5%	50.0%[activator]	/	/
Cc1ccc(-n2nnnc2SCC(=O)Nc2ccccc2N2CCCCC2)cc1C	0.5	10.9%	-5.5%	-7.4%	-13.2%	0.6%	38.9%[activator]	65.8%[activator]	3.7%
COc1ccc(CCn2c(NCCCN3CCOCC3)nc3c2c(=O)[nH]c(=O)n3C)cc1	-0.6	12.2%	0.0%	24.2%	-3.2%	-9.1%	19.0%	0.3%	5.8%[59 µM]
Cc1ccc(-c2nc(C)c(CCNS(=O)(=O)c3ccccc3F)s2)cc1	-3.4	-4.6%	1.6%	3.2%	-26.8%	-21.3%	20.5%[57 µM]	0.4%	4.6%[59 µM]
Cc1cc(C)cc(N=c2c([N+](=O)[O-])nn(-c3cccc(Cl)c3)n2O)c1	4.5	?	-1.3%	18.2%	?	-1.5%	-33.4%	?	39.8µM*
COC(=O)C(CC(=O)c1ccc(Cl)cc1)c1ccccc1 (stereo unspecified)	-0.7	1.9%	2.2%	-53.2%	95.1%[activator]	16.3%	203.7%[activator]	/	/
CC1(C(=O)O)CCC(C(=O)Nc2cccc(F)c2)C1(C)C (stereo unspecified)	1.5	8.2%	-2.3%	13.7%[56.9 µM]	-6.1%	0.0%	23.7%	-3.0%	-1.8%
Cc1sc(C(C2C(=O)CC(C)(C)CC2=O)C2C(=O)CC(C)(C)CC2=O)cc1[N+](=O)[O-]	-11.2	11.9%	14.1%	-90.1%	28.2µM*	?	-8.5%	56.2µM*	7.94µM*

(listing goes on)
SMILES	PI4K2A block	GLS inhibitor	ERG Ets-DNA blk	RGS4 inhibitor	JMJD2A Tudor	ALOX12 inh	HP1b chromo inh	BAZ2B block	G9a inh
COC(=O)c1cc(NC(=O)CC2NCCNC2=O)cc(C(=O)OC)c1 (stereo unspecified)	1.8	-2.3%	-11.1%	3.7%	-8.5%	24.0%	23.0%	2.2%	12.4%[12.7 µM]
CCOc1ccc2c(c1)[nH]c(=S)n2C	9.0	-9.4%	40.1%[activator]	?	56.2µM*	?	-33.7%	-14.6%	7.94µM*
CC(=O)Nc1ccc(S(=O)(=O)NCCCCNS(=O)(=O)c2ccc(NC(C)=O)cc2)cc1	-5.5	0.2%	-12.8%	-0.1%	-9.5%	97.8%[activator]	15.6%	-0.6%	5.3%
O=C(O)c1cc(NS(=O)(=O)c2ccc(NCc3ccccc3)c([N+](=O)[O-])c2)cc(C(=O)O)c1	-4.1	-0.9%	9.0%	-11.2%	-8.2%	-24.1%	28.5%	-31.8%	?
CCOC(=O)CNC(=O)CSc1nnc(NC(=O)c2ccc(C)cc2)s1	-1.1	21.2%	9.7%	20.7%	-14.1%	1.0%	18.1%	/	-43.5%
C/C(=N/NC(=O)c1ccc2c(c1)OCCO2)c1ccc([N+](=O)[O-])cc1	2.8	-7.1%	4.9%	18.9%	-20.3%	35.4%[activator]	-24.0%	-1.0%	/
COc1ccc(N2CCN(CC(=O)Nc3cccc(S(=O)(=O)N4CCOCC4)c3)CC2)cc1	1.8	34.7%[activator]	/	-0.7%	7.94µM*	?	-65.3%	35.5µM*	14.1µM*
CC(C)(C)c1ccccc1OCCOCCN1CCCCCC1	-8.4	?	-4.2%	0.8%	-12.8%	-14.9%	16.3%	-38.3%	-42.9%
CCSc1ncc(CO)c(N)n1	5.5	12.2%	17.9%	-17.0%[56.9 µM]	-4.5%	0.0%	48.9%[activator]	-1.9%	37.6%[activator]
C=CCC1=C/C(=C\c2c(N)n3nc(CC(=O)N4CCOCC4)sc3nc2=O)C=C(OC)C1=O	0.9	-2.4%	34.0%[activator]	-5.0%	-26.8%	?	16.6%	?	-45.8%
Cn1c(=O)c2[nH]c(SCCN)nc2n(C)c1=S	-16.9	22.8%	11.2%	-44.3%	-18.1%	-4.8%	23.8%	/	/
CCOC(=O)c1sc(NC(=O)COC(=O)CNC(=O)c2ccco2)c(C(=O)OCC)c1C	-0.6	4.5%	8.2%	1.0%	-6.2%	-9.8%	27.9%	-9.0%	22.0%[59 µM]
O=C(CSc1ncnc2sc3c(c12)CCC3)Nc1ccccc1C(=O)O	4.6	-1.9%	2.8%	18.2%	-14.0%	-20.2%	3.2%	-13.6%	11.8%[12.7 µM]
COc1ccc(-c2noc(N3CCC(C(=O)Nc4ccc(C)c(F)c4)CC3)n2)cc1OC	-2.6	-6.7%	-2.0%	-24.5%	3.4%	0.0%	17.2%	2.1%	7.7%[59 µM]

No new results follow: entries from further up.
SMILES	PI4K2A block	GLS inhibitor	ERG Ets-DNA blk	RGS4 inhibitor	JMJD2A Tudor	ALOX12 inh	HP1b chromo inh	BAZ2B block	G9a inh
COC(=O)c1cc(NC(=O)CC2NCCNC2=O)cc(C(=O)OC)c1 (stereo unspecified)	1.8	-2.3%	-11.1%	3.7%	-8.5%	24.0%	23.0%	2.2%	12.4%[12.7 µM]
CCOc1ccc2c(c1)[nH]c(=S)n2C	9.0	-9.4%	40.1%[activator]	?	56.2µM*	?	-33.7%	-14.6%	7.94µM*
CC(=O)Nc1ccc(S(=O)(=O)NCCCCNS(=O)(=O)c2ccc(NC(C)=O)cc2)cc1	-5.5	0.2%	-12.8%	-0.1%	-9.5%	97.8%[activator]	15.6%	-0.6%	5.3%

Source: PubChem
